CaV13 ICDI inh = Primary screen for inhibitors of IQ motif and Ca2+-dependent inactivation inhibitor domain binding in CACNA1D, Förster resonance energy transfer in living cells, …; inhibition, % at 12.3 µM; 340,000 compounds, 0.098% hits; HEK cells, CFP/YFP FRET ICDI-IQ, plate reader, 10 min; percent FRET-ratio fall versus neutral wells;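 active means mean replicate inhibition of at least 30% and at least 1% of replicates passing that level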;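 further: 0% = median of the neutral control wells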
Shn3 inh set2 = reduction of Shn3 3'UTR firefly luciferase signal, primary screen, Schnurri-3 inhibitor project, cell-based, Clone20 osteoblasts, set 2 | Clone20 osteoblast Shn3 3'UTR firefly luciferase, 24 h | inhibition, % at 12.5 µM | 360,000 compounds, 0.52% hits;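 active means mean inhibition of at least 75% with every replicate also reaching 75%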;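 further: 0% = median of neutral control wells and 100% = pilot-screen positive control compound; some compounds past the cut are filed as inactive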
m5-HT2A agonist = mouse Htr2a agonists via beta-arrestin recruitment, primary screen, cell-based, luminescence; 360,000 compounds, 0.66% hits; AID 624169, 2012; 5-hydroxytryptamine receptor 2A (Mus musculus), P35363; activation, % at 7.6 µM; CHO-K1 mHTR2A beta-arrestin complementation; percent of 30 µM serotonin response;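 active means activation above a run cutoff, the mean activation of all tested compounds plus 3 SD, cut at about 14% in these data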;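 further: 0% = plate median of compound wells and 100% = 30 µM serotonin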
Target sequence (P35363 whole entry, looked up): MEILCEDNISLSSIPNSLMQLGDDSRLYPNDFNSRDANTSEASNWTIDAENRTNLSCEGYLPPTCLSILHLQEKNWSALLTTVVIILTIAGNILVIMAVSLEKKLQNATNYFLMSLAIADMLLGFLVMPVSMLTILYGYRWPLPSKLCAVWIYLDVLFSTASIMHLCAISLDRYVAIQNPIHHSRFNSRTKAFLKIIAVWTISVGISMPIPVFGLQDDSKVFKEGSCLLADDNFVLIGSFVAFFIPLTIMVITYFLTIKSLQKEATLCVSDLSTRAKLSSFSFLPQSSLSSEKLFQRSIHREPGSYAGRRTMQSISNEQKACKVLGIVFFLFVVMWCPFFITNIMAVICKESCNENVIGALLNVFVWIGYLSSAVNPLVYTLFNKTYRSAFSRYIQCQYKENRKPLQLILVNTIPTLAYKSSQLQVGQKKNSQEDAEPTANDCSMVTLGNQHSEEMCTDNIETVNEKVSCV
Peg3 promoter = Peg3 promoter-driven luciferase inhibitors, primary screen, cell-based, HeLa, luciferase luminescence; inhibition, % at 20 µM; 360,000 compounds, 1.7% hits; HeLa PEG-Prom luciferase reporter, overnight; AID 588405, 2011;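 active means inhibition of at least 50% at 20 µM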
NR2E3 ag-1 = inhibitors of NR2E3-RetCOR corepressor binding, primary screen, NR2E3 agonist project, biochemical, TR-FRET, GST-NR2E3, biotin-RetCOR | inhibition of corepressor binding, % at 4.78 µM | 1536-well | 320,000 compounds, 0.12% hits | AID 2300, 2010;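 active means percent inhibition above the cutoff of mean plus 3 SD of all tested compounds, set per screening campaign, cut at about 20% in these data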;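 further: 0% = DMSO wells and 100% = biotin wells as full block of FRET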
Target sequence (Q9Y5X4 whole entry, looked up): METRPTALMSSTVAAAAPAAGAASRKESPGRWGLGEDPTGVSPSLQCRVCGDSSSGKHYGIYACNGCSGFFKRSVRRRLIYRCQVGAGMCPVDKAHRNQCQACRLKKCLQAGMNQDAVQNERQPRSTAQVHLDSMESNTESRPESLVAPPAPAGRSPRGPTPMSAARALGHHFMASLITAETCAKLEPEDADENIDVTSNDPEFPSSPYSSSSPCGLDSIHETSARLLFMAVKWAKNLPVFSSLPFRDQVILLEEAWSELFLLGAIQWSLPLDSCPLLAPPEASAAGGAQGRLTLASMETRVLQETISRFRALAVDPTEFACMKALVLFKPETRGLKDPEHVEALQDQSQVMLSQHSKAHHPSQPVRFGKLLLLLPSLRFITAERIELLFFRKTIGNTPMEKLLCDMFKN
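System: GST-NR2E3 and biotin-RetCOR proteins; probe or stimulus: 7 nM biotin-RetCOR; doses: compound at 4.8 µM, single dose; schedule: Compound–protein incubation for 5 h at 4 °C; detection: time-resolved FRET; read-out: percent inhibition; controls: biotin wells as high control, 0.6% DMSO wells as low control; format: 1536-well plates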
PDI inh = inhibitors of human PDI, primary screen, biochemical, turbidity, single point, plate reader; Protein disulfide-isomerase (Homo sapiens), P07237; PDI insulin aggregation turbidity, A650, 90 min; inhibition, % at 10 µM; 350,000 compounds, 0.052% hits;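 active means mean inhibition across replicates of 30% or more, whatever share of single replicates reach that level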;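 further: absorbance from insulin aggregation driven by PDI reduction with DTT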
iPSC survival up = enhancers of single-cell hiPSC survival, primary screen, ATPlite luminescence; 100% = ROCK inhibitor wells, 0% = DMSO; survival enhancement, % at 20 µM; 360,000 compounds, 0.044% hits; AID 602274, 2012; in the data active means survival enhancement above about 18%;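 further: cells exposed to compounds for 16 hours before the ATP read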
NR2E3 ag-2 = NR2E3 agonists in two-hybrid cells, primary screen, cell-based, luminescence, CHO-S, Gal4-NCOR/VP16-NR2E3. AID 602229, 2012. luciferase. 360,000 compounds, 0.35% hits. inhibition of corepressor binding, % at 3.98 µM;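 active means inhibition above the mean of all tested compounds plus 3 SD, cut at about 70% in these data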;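 further: 0% = DMSO with NR2E3 transfected cells and 100% = cells lacking NR2E3 construct; higher means lower luciferase signal from less NR2E3 corepressor binding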
MITF TRPM1 inh = inhibitors of MITF-dependent TRPM1 promoter reporter, primary screen, cell-based, SK-MEL-5, single point, luciferase | SK-MEL-5 TRPM1 promoter luciferase, 24 h | inhibition, % at 12.5 µM | 330,000 compounds, 0.83% hits | AID 488899, 2010;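 active means mean inhibition across replicates of 60% or more, whatever share of single replicates reaches that level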; further: values of inactives mirror those of a sister screen read the other way
Cardio protect = cardioprotection against H2O2-induced cell death, primary screen, uHTS, H9c2 cells, ATPLite luminescence; H9c2 cardiomyocytes, H2O2 injury protection, 2 h; protection from H2O2 cell death, % at 20 µM; 360,000 compounds, 0.63% hits; AID 588492, 2011;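 active means compounds giving at least 50% protection of heart cells from peroxide-induced death in the single-dose screen, raw or plate-pattern-corrected value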;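 further: 0% = DMSO wells with peroxide and 100% = DMSO wells without peroxide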
HIF-2a inh = HIF-2a reporter inhibitors, primary screen, luminescence, 786-0 RCC cells. 360,000 compounds, 0.72% hits. inhibition, % at 18.8 µM. AID 624352, 2012. 786-0 RCC cells HIF-2a reporter, luciferase luminescence, overnight;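 active means inhibition of the luminescence signal of 40% or more relative to plate controls, in a single-dose primary screen at 18.75 µM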
The depositor's hits bear a star; . = not tested or not shown.

Values run as follows: CaV13 ICDI inh, Shn3 inh set2, m5-HT2A agonist, Peg3 promoter, NR2E3 ag-1, PDI inh, iPSC survival up, NR2E3 ag-2, MITF TRPM1 inh, Cardio protect, HIF-2a inh
> Cc1cc(C)n(-c2nc3nonc3nc2Nc2cccc(C)c2C)n1
    -4, 19, -1, 23, 2, 3, 0.6, 1, 19, -9, 22
> CCN(CC)S(=O)(=O)c1ccc(OC)c(N)c1
    6, -2, -2, -4, -1, 1, -1.0, -11, 20, -6, 11
> O=C(CCN1C(=O)C2C3C=CC(C3)C2C1=O)N1CC(=O)N(CCc2ccccc2)C(=O)C1 (stereo not drawn)
    -1, -10, 0, 3, 6, 15, 10, 0, -6, 9, 14
> COc1ccccc1NC(=O)CN1CCN(c2ccccc2F)CC1
    ., 6, 4, 5, 2, -8, -2.4, -10, 13, -12, 2
> Cc1ccccc1-c1nc(CS(=O)(=O)CC(=O)N2CCc3ccccc32)c(C)o1
    -3, -24, -1, -3, 2, ., -2.0, -20, ., -10, 16
> CC1(C(=O)NS(=O)(=O)c2ccc(Cl)s2)CCN1C(=O)c1ccccc1CCc1ccccc1 (stereo not drawn)
    -6, -3, 6, 18, ., 4, 0.4, -15, ., -6, 15
> CCOc1ccccc1C(=O)Nc1nnc(SCC(=O)N2CCOCC2)s1
    -2, -20, 1, 9, -1, 3, -0.4, 3, 1, 4, -4
> Cc1nc(SCC(=O)NCC2CCCO2)c2cc(-c3ccccc3)sc2n1 (stereo not drawn)
    -6, -23, 0, -133, 2, -5, -0.4, -56, -35, -9, -225
> CN(C)c1ccc(C(=S)N2CCN(C(=S)Nc3ccccc3)CC2)cc1
    17, 22, -1, -4, 2, -7, 2.5, -7, -1, 3, 9
> CCCC(=O)Nc1nc2c(OC)ccc(OC)c2s1
    2, 2, 0, -7, 3, ., -1.9, -1, ., -2, 8
> CN1OC[C@@H]2CN(S(=O)(=O)c3cccc4ccccc34)[C@H](c3ccc(-c4ccccc4)cc3)C[C@@H]21
    -3, 7, -10, 18, ., -3, -1.2, 26, ., 7, 16
> CCOC(=O)N1CCC(Nc2cccc(SC)c2)CC1
    ., 21, -4, 33, 3, -4, -0.8, 10, 7, 2, 11
> CCN(CC(=O)Nc1ccc2c(c1)OCCO2)C(=O)C1CCCCC1
    -2, -5, 7, -10, 0, -2, 0.3, -4, 2, 7, 0
> O=C(c1cnn2c1NC(c1ccco1)CC2C(F)(F)F)N1CCN(c2cccc(Cl)c2)CC1 (stereo not drawn)
    0, 33, 0, 50*, 1, 2, 5.4, -36, 18, -28, 29
> Oc1c(/C=N/c2ncn[nH]2)ccc2ccccc12
    -7, -7, 4, 14, -3, -1, 7.4, -22, 11, 13, 7

Full records, quoted from the list. Order of values: CaV13 ICDI inh, Shn3 inh set2, m5-HT2A agonist, Peg3 promoter, NR2E3 ag-1, PDI inh, iPSC survival up, NR2E3 ag-2, MITF TRPM1 inh, Cardio protect, HIF-2a inh
O=C(CCN1C(=O)C2C3C=CC(C3)C2C1=O)N1CC(=O)N(CCc2ccccc2)C(=O)C1 (stereo not drawn) across the screens: -1, -10, 0, 3, 6, 15, 10, 0, -6, 9, 14
CN1OC[C@@H]2CN(S(=O)(=O)c3cccc4ccccc34)[C@H](c3ccc(-c4ccccc4)cc3)C[C@@H]21 across the screens: -3, 7, -10, 18, ., -3, -1.2, 26, ., 7, 16
Cc1cc(C)n(-c2nc3nonc3nc2Nc2cccc(C)c2C)n1 across the screens: -4, 19, -1, 23, 2, 3, 0.6, 1, 19, -9, 22
CCCC(=O)Nc1nc2c(OC)ccc(OC)c2s1 across the screens: 2, 2, 0, -7, 3, ., -1.9, -1, ., -2, 8

Part of the list above in order of count of non-hydrogen atoms, low to high:
Values run as follows: CaV13 ICDI inh, Shn3 inh set2, m5-HT2A agonist, Peg3 promoter, NR2E3 ag-1, PDI inh, iPSC survival up, NR2E3 ag-2, MITF TRPM1 inh, Cardio protect, HIF-2a inh
> Oc1c(/C=N/c2ncn[nH]2)ccc2ccccc12
    -7, -7, 4, 14, -3, -1, 7.4, -22, 11, 13, 7
> CCCC(=O)Nc1nc2c(OC)ccc(OC)c2s1
    2, 2, 0, -7, 3, ., -1.9, -1, ., -2, 8
> CCN(CC(=O)Nc1ccc2c(c1)OCCO2)C(=O)C1CCCCC1
    -2, -5, 7, -10, 0, -2, 0.3, -4, 2, 7, 0
> CCOc1ccccc1C(=O)Nc1nnc(SCC(=O)N2CCOCC2)s1
    -2, -20, 1, 9, -1, 3, -0.4, 3, 1, 4, -4
> CC1(C(=O)NS(=O)(=O)c2ccc(Cl)s2)CCN1C(=O)c1ccccc1CCc1ccccc1 (stereo not drawn)
    -6, -3, 6, 18, ., 4, 0.4, -15, ., -6, 15

Carrying on.
Values run as follows: CaV13 ICDI inh, Shn3 inh set2, m5-HT2A agonist, Peg3 promoter, NR2E3 ag-1, PDI inh, iPSC survival up, NR2E3 ag-2, MITF TRPM1 inh, Cardio protect, HIF-2a inh
> O=C1CCCN1c1ccc(Br)cc1
    -5, -11, 1, 9, 6, -2, 1.8, -3, -10, -7, -7
> Cc1cc2c(cc(C(=O)N3CCC(C(=O)N4CCCC4)CC3)n2Cc2c(F)cccc2Cl)o1
    -3, 12, -1, 4, -1, ., -1.7, -27, 0, -5, 4
> Cc1ccc(Cc2c(-c3ccc(C#N)cc3)nc3c4ccccc4ccn23)cc1
    -10, -3, -5, -92, ., ., 0.5, -56, ., 8, -58
> O=[N+]([O-])c1ccc(/C=N/n2c(-c3ccccc3)n[nH]c2=S)cc1
    -11, -14, -2, 22, 1, 3, 0.3, -20, -11, 0, 1
> Cc1ccc(NC(=O)CN2C(=O)CNC2=O)cc1
    7, 9, 0, -8, 0, 4, -0.1, -1, 6, -1, -4
> CNC(=O)CSc1nnc(-c2ccncc2)n1Cc1ccccc1
    -4, 7, -4, 1, -3, -8, 2.2, 4, 1, 0, 19
> O=C(/C=C/NCc1cccnc1)C(F)(F)C(F)(F)F
    -2, 8, 3, 7, -2, 5, -0.9, 11, 15, 8, 17
> COc1cc(C)c(C(=O)CSc2nnc(CNC(=O)c3ccco3)n2C)cc1C
    -4, -4, -4, 6, -2, 13, -0.7, -27, -7, -2, 17
> CCn1c(SCC(=O)N2CCOCC2)nnc1C(C)NC(=O)c1ccccc1 (stereo not drawn)
    ., -13, 5, 6, -1, 0, -0.1, -13, -5, -5, 10
> COc1ccc(C(CNC(=O)CN2C(=O)NC3(CCCC3)C2=O)N(C)C)cc1 (stereo not drawn)
    -6, 19, 1, -12, 1, 12, -0.2, -21, 3, 3, -21
> Cc1ccc(S(=O)(=O)NCC(=O)N(CC(=O)NC2CCCCC2)CC2CCCO2)cc1 (stereo not drawn)
    -10, 6, 2, 20, 1, 1, -1.5, -7, 6, -1, 19
> CCOC(=O)CN1CCc2c(C)nc3c(-c4ccc(OC)c(OC)c4)cnn3c21
    -5, 1, 2, -11, -2, -3, -2.8, -15, -17, 6, 0
> O=C(N=Nc1c(O)[nH]c2ccccc12)c1cccs1
    -6, -60, -5, -129, -2, -6, -4.7, -111, -14, -15, -215
> COc1cc(NC(=O)COC(=O)CNC(=O)C23CC4CC(CC(C4)C2)C3)cc(OC)c1
    -6, -15, 1, 11, 3, 1, -0.3, 2, 9, -1, 12
> Cc1ccc(NC(=O)CSCC(=O)N(C)Cc2c(F)cccc2Cl)cc1
    -9, 3, 1, -9, ., -1, 0.3, -22, ., -9, 0
> COc1ccc(N(CC(=O)Nc2cccc(C)c2C)S(=O)(=O)c2c(C)[nH]c(=O)[nH]c2=O)cc1
    -2, -9, -1, 9, -1, 9, -0.3, 2, -18, 1, 11
> CN1CCN(C(=O)c2ccc(C(F)(F)F)cc2)CC1
    -4, 2, -1, 5, -1, -1, -1.0, 2, -1, -4, 5
> O=c1[nH]cc(S(=O)(=O)N2CCN(c3ccc(F)cc3)CC2)c(=O)[nH]1
    -17, -10, -3, 3, ., -1, -0.9, 15, ., 4, 10
> CC(OC(=O)C1CC1C)C(=O)Nc1ccc(Cl)cn1 (stereo not drawn)
    -7, 1, 8, 11, ., -2, 0.1, -14, -11, -2, 4
> O=C(COC(=O)C1CCC1)Nc1cccc(Cl)c1
    -5, -9, 9, -6, -3, -3, -0.1, -19, 4, 0, 13
> Cc1cccnc1NC(N)=S
    -3, 17, -1, 9, 2, 13, -0.4, 0, 0, 2, -18
> N#CC1(c2nc3ccccc3[nH]2)CC1c1ccc2c(c1)OCO2 (stereo not drawn)
    -4, -10, 1, 0, 1, 2, -5.0, 10, -4, 0, 5
> COc1ccc(-c2nc(CC(=O)Nc3cccc(S(=O)(=O)NC4=NCCC4)c3)cs2)cc1
    -7, 10, -2, -4, 1, 5, -1.2, 9, 14, -2, -9
> O=C(Nc1ccn(CCCN2CCN(c3ccccc3)CC2)c(=O)n1)OCc1ccccc1
    -9, 10, -4, -18, ., -7, 0.3, 4, ., 5, 4
> COC(=O)C1(C(C[N+](=O)[O-])c2ccc(C)cc2)C(=O)NCC1c1ccco1 (stereo not drawn)
    -5, -2, -4, 18, -1, 2, -0.8, 2, ., 2, 6
> N#Cc1ccccc1C[C@H](N)C(=O)NC[C@H]1O[C@@H](n2ccc(N)nc2=O)[C@H](O)[C@@H]1O
    -5, -5, 29*, 10, ., -4, -2.4, 0, ., -3, 2
> COc1ccc(C(=O)N(CC(=O)NC(C)(C)C)c2ccc3c(c2)OCCO3)cc1OC
    -5, 11, -1, -9, -3, 5, -0.5, -17, 34, -3, -17
> Cc1sc2ncnc(N3CCC(C(=O)Nc4sc5c(c4C(N)=O)CCC(C)C5)CC3)c2c1C (stereo not drawn)
    -3, 52, 0, 5, 0, 0, 0.8, -23, 12, -7, -11
> COc1ccc2sc(N(CCCN(C)C)C(=O)c3ccc(S(=O)(=O)N4CCc5ccccc5C4)cc3)nc2c1
    -7, -18, -8, 101*, 4, 5, -0.6, 16, 85*, -20, 82*
> CCOC(=O)N1CCN(C(=O)c2ccc3c(c2)N=C(C)c2cc(Cl)ccc2S3)CC1
    -6, 1, 8, 19, 1, -7, -0.4, 29, -8, -1, 8
> COc1ccc(C2=NN3C(C2)c2ccccc2OC32C(=O)N(C)c3ccccc32)cc1 (stereo not drawn)
    0, -97, 1, -223, 1, -9, -3.8, -207, -58, -12, -194
> Cc1ccc(C)c(NC(=O)N2CCc3ccccc3C2)c1
    -6, -37, 4, -131, 6, 13, -0.4, -53, -26, -4, -171
> O=C(Nc1cccc(Cl)c1Cl)C1CCCC1
    -5, 10, 1, -38, -3, 8, 2.0, -5, 9, -1, -61
